Compound activity as filed in PubChem.
PKA-R2B activ: activators of human PKA-R2B complex | P22694+P31323 | PKA-R2B holoenzyme dissociation, Cy5-IP20 fluorescence polarization; R2B truncated from residue 108, S112A mutant; 0% DMSO only, 100% 113 µM cGMP | activation, % at 11.4 µM | 0.079% of 340,000 active | AID 504700;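 active = activation above a cutoff set at the mean over all compounds plus 3 SD, cut at about 18% in these data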;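 also: higher means more holoenzyme dissociation and a rise in polarization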
Target sequence (P31323 whole entry, looked up, other chains not shown, the tested form may be a part): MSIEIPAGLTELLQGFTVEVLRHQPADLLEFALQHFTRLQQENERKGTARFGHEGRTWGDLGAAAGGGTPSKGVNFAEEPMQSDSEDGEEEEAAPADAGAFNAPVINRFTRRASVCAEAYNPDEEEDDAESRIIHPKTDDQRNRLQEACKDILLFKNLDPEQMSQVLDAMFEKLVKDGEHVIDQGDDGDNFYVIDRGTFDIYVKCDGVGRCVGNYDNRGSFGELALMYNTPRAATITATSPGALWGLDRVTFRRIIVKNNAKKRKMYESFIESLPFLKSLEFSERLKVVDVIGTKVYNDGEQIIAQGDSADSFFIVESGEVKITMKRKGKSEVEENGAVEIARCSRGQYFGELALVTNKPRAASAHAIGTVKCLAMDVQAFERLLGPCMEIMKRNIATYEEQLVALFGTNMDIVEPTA
SR-BI HDL uptake: mouse SR-BI HDL lipid transfer inhibition; 0.96% of 320,000 active; Q61009; ldlA[mSR-BI] CHO cells, DiI-HDL uptake fluorescence, 3 h; inhibition, % at 12.5 µM;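 active = mean replicate inhibition of at least 70% and a set share of replicates each scoring 70 or more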;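 also: 0% = median of neutral control wells and 100% = median of positive control wells; values of inactives mirror those of a sister screen read the other way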
Target sequence (Q61009 whole entry, looked up): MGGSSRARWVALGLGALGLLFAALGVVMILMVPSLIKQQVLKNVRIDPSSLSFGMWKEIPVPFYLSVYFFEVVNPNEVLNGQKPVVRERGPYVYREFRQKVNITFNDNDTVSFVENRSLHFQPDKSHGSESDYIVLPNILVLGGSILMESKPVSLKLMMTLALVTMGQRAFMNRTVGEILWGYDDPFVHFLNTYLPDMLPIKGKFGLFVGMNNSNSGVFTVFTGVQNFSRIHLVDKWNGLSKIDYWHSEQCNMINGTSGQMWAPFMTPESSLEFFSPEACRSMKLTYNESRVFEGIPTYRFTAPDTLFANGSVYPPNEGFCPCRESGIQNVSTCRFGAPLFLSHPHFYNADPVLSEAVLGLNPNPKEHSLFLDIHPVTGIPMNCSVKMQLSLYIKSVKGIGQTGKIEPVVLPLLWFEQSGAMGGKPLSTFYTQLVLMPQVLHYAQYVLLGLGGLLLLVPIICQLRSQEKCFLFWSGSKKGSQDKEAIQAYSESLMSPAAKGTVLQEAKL
Arr AP2 block: blocks beta-arrestin peptide binding to AP2 adaptin. FITC-arrestin peptide / GST-AP2 beads, flow cytometry; AP2 beta2 appendage carries R879A mutation. inhibition, % at 10 µM. 0.31% of 340,000 active. AID 504490;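 active = inhibition above a set limit, near 3 SD of compounds lacking own fluorescence, cut at about 54% in these data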;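 also: plate controls were DMSO wells for no effect and 5 µM unlabelled arrestin peptide for full effect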
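System: GST-tagged AP2 beta2-adaptin appendage (R879A) on 4 µm glutathione beads / Reagent: FITC-arrestin peptide, 50 nM / Detection: HyperCyt-sampled flow cytometry, FL1 channel, ex 488/em 535 nm / Timing: 12 min plus 1 h, RT / Buffer or medium: PBS plus Tween 20 (0.05%) and BSA (0.1%)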
PvdQ acylase: blocks Pseudomonas aeruginosa PvdQ acylase activity | purified PvdQ acylase, fluorescence plate reader | 0.063% of 340,000 active | inhibition, % at 10 µM | AID 488965; in the data active = inhibition above about 30%, passing the limit was not always enough;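 also: 0% = vehicle neutral wells and 100% = reference inhibitor wells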
C-LANA FP: inhibitors of KSHV LANA C-terminal domain DNA binding; inhibition, % at 9 µM; 0.078% of 340,000 active; MBP-C-LANA/FAM-LBS DNA binding, fluorescence polarization;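 active = highest replicate inhibition at or above 60% at 9 µM, even if other replicates fall short; inactive = all replicates below 60% inhibition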;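 also: 0% = neutral control wells and 100% = 4 µM acridine orange control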
Cardiac RTF inh: cardiac RTF calcium desensitization; P19429+P45379; IANBD-labeled cardiac RTF, Ca2+ fluorescence; inhibition, % at 7.15 µM; 0.12% of 340,000 active; AID 493244;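 active = inhibition above the mean inhibition of all tested compounds plus 3 SD, cut at about 17% in these data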;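 also: assay run at fixed EC70 calcium of 1.6 mM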
SR-BI uptake up: SR-BI HDL lipid transfer activation; CHO ldlA[mSR-BI] cells, DiI-HDL uptake fluorescence, 3 h; 100 = double the neutral-control signal; AID 504775; 0.096% of 320,000 active; activation, % at 12.5 µM;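 active = mean replicate activation of at least 60% and every replicate at or above 60%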;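 also: 0% = median plate neutral-control signal and 100% = twice that signal; values of inactives mirror those of a sister screen read the other way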
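Assay system: CHO ldlA[mSR-BI] cells, LDL receptor-null, SR-BI overexpressing; medium: Ham's F12 with 0.5% BSA, HEPES 25 mM, pH 7.4; also added: DiI-HDL 10 µg/mL; timing: 3 h uptake period with compound, 37 °C; signal: DiI fluorescence, bottom read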
DAGLB inhibitor: blocks human DAGLB lipase activity | Q8NCG7 | HEK293T DAGLB membrane lysate, EnzChek fluorogenic substrate | inhibition, % at 5.17 µM | 0.059% of 340,000 active; in the data active = inhibition above about 34%;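 also: 0% = enzyme with vehicle and 100% = wells lacking enzyme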
Keap1-Nrf2 PPI: Keap1-Nrf2 (human) interaction inhibition. Q14145. Keap1 Kelch-Nrf2 peptide fluorescence polarization, 1536-well. inhibition, % at 9.4 µM. 0.15% of 340,000 active. AID 504523; in the data active = inhibition above about 12%;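 also: human Keap1 Kelch domain with fluorescein labeled Nrf2 9mer peptide probe; 0% = neutral control wells and 100% = peptide positive control; higher means more block of Keap1 binding to Nrf2 peptide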
NSD2 HMT inh: blocks human histone methyltransferase NSD2; O96028; inhibition, % at 12.5 µM; NSD2 peptide methylation, AlphaScreen, 120 min; 0.54% of 310,000 active; in the data active = inhibition above about 50%
An asterisk follows results filed as active; . = not tested or not shown; & = joins results of further samples.

Compound,PKA-R2B activ,SR-BI HDL uptake,Arr AP2 block,PvdQ acylase,C-LANA FP,Cardiac RTF inh,SR-BI uptake up,DAGLB inhibitor,Keap1-Nrf2 PPI,NSD2 HMT inh
ON1C(c2ccc(Cl)cc2Cl)N(O)[C@H]2CCCC[C@H]21 (some centres undefined),6,1,27,3,0.6,9,-1,-2,-1,0
CC[C@@H](C)[C@@H]1CN([C@@H](CN2CCC[C@H]2CN2C(N)=NC[C@H]2CC(C)C)C(C)C)C(=N)N1CCCC1CCCC1,-9,-23,4,2,-0.3,-2,23,1,-3,.
CCCC(=O)NCCc1cc2ccc(OC)cc2[nH]c1=O,4,-12,3,-7,0.2,-5,12,0,-4,0
Cc1ccc(C(=O)N2CCN(S(=O)(=O)c3ccccc3[N+](=O)[O-])CC2)o1,-1,.,5,-15,-1.0,-7,.,-4,-3,-2
Cc1ccc(OCCCC(=O)NNC(=O)c2ccncc2)cc1,1,-3,8,-7,-4.0,8,3,0,-7,-4
COC(=O)c1cccc(CSc2nc(-c3ccccc3)c(C#N)c(=O)[nH]2)c1,-8,-13,11,-4,1.2,-7,13,11,0,21
CC(=O)Nc1cc(C(C)C)c(O)c(C(C)C)c1,6,-15,17,5,-2.0,8,.,1,8,-1
O=C(O)c1ccc(N2C(=O)CC(N3CCC(c4nc5ccccc5[nH]4)CC3)C2=O)cc1 (centres undefined),5,-22,7,-12,0.1,-1,22,3,2,1
COC(=O)c1cc(Cl)c(NC(=O)/C=C/c2ccc(OC)c(OC)c2)cc1OC,-5,60,2,-4,0.2,-4,-60,0,3,31
Nc1nc(N)nc(-c2cccc(Cl)c2)n1,-6,-10,-4,-1,-0.8,9,10,3,-4,.
CON(C)C(=O)CCN(C(=O)OC(C)(C)C)c1ccccc1,-4,-13,-4,-18,-0.9,-4,13,-2,0,.
O=C(NCCSc1ccccc1)c1ccccc1F,-8,-6,1,-17,-5.6,-3,6,-3,-2,1
O=C(COc1ccccc1)NNc1nc2ccccc2s1,-4,7,31,5,1.5,3,-7,0,-1,0
Cc1cc(NC(=O)c2ccccc2Cl)ccc1NC(=O)c1ccccc1Cl,-6,41,-13,-14,-0.6,-12,-41,-2,-2,-1
O=C(C1CC(=O)N(c2ccc(F)cc2)C1)N1CCN(c2ccc(F)cc2)CC1 (centres undefined),0,-1,3,10,0.0,-3,1,-3,-1,0
NC(=O)c1ccccc1NC(=O)CN1CCOCC1,-5,13,-5,-7,-0.8,-5,-13,0,0,-1
Cc1ccccc1-c1nnc(SCC(=O)N2CCCC2)o1,-7,-2,1,1,0.4,-3,2,-3,0,-1
CN(c1ccccc1C(=O)Nc1ccccc1-c1ccccc1)S(C)(=O)=O,-6,-2,-9,-8,-1.4,-16,2,-3,3,-2
CCOc1ccc(S(=O)(=O)N2CCCCC2)c(C)c1C,-12,19,-3,-17,0.0,0,-19,-9,-2,-9
CC(C)CN(C(=O)CSc1nnc(-c2ccco2)o1)c1c(N)n(Cc2ccccc2)c(=O)[nH]c1=O,-3,-4,3,-6,0.8,-10,4,4,4,-10
CC1=CC(=C(C#N)C#N)C=C(C)N1CCC(C)C,-2,-12,21,10,-0.3,-11,12,-3,-3,1
CCOc1ccc(C(=O)N[C@H](C(=O)Nc2ccc(S(=O)(=O)Nc3nccs3)cc2)C(C)C)cc1,3,54,-12,-13,6.4,-8,-54,3,1,1
Cc1cccnc1NC(=O)C1COc2ccccc2O1 (centres undefined),-4,-31,12,-4,-1.5,-3,31,3,2,-3
Cc1ccc(-n2c(SCC(=O)NCCN3C(=O)CSC3=O)nnc2-c2ccccc2)cc1C,-6,-1,1,3,-1.1,0,1,1,-7,4
O=C1CCN(Cc2ccccc2)CCN1CCOc1ccccc1,5,-7,-7,-18,1.3,-1,7,-4,3,.
COc1cc(-c2n[nH]c(=O)o2)cc(OC)c1OC,1,0,4,11,10,-7,0,0,-5,-1
Cc1cc2c(cc1S(=O)(=O)NCc1ccc(N(C)C)cc1)OCC(=O)N2,5,2,6,-12,0.2,-6,-2,5,-1,.
c1ccc2c(c1)CNC1(CCCCC1)C2,1,-11,11,-7,-0.7,10,.,-2,0,1
CN(C)C(CNC(=O)c1cc(S(=O)(=O)N(C)Cc2ccccc2)ccc1Cl)c1ccco1 (centres undefined),4,6,-8,-14,-1.0,-19,-6,-1,-5,0
CCOC(=O)c1cc2c(=O)n3cccc(C)c3nc2n(Cc2ccco2)c1=NC(=O)c1ccccc1,-6&9,5&11,11&5,-8&-11,-1.2&1.0,-8&-5,-5&-11,4&-1,-2&-3,-1&9
Cn1c(-c2ccc(F)cc2)cnc1NCc1ccccc1F,-4,88*,-6,-14,-2.1,-12,-88,0,-2,5
CCCc1cc(=O)[nH]c(SCC(=O)N2c3ccccc3CC2C)n1 (centres undefined),-7,-4,-7,-16,3.9,-1,4,2,3,-2

Profiles, quoted from the list. Screens in order: PKA-R2B activ, SR-BI HDL uptake, Arr AP2 block, PvdQ acylase, C-LANA FP, Cardiac RTF inh, SR-BI uptake up, DAGLB inhibitor, Keap1-Nrf2 PPI, NSD2 HMT inh
CCCc1cc(=O)[nH]c(SCC(=O)N2c3ccccc3CC2C)n1 (centres undefined) as listed: -7, -4, -7, -16, 3.9, -1, 4, 2, 3, -2
COc1cc(-c2n[nH]c(=O)o2)cc(OC)c1OC as listed: 1, 0, 4, 11, 10, -7, 0, 0, -5, -1

The listing continues.
Compound,PKA-R2B activ,SR-BI HDL uptake,Arr AP2 block,PvdQ acylase,C-LANA FP,Cardiac RTF inh,SR-BI uptake up,DAGLB inhibitor,Keap1-Nrf2 PPI,NSD2 HMT inh
COc1cc(C(=O)Nc2ccc(NC(=O)C3CC3)nc2)cc(OC)c1OC,3,29,9,-4,1.6,0,-29,3,-5,3
O=C(Nc1ccncc1)c1ccc(Cl)cc1,6,-4,-11,-11,0.4,-3,4,0,1,-2
COC(=O)NCc1cc2cc(Cl)ccc2[nH]1,-1,-2,8,-15,-0.7,-2,2,-1,-2,2
COc1cccc(NC(=O)CCc2nc(-c3cccs3)no2)c1,-11,-46,7,10,0.8,-2,46,-3,-5,-15
O=C1c2ccccc2-c2onc3ccc(Oc4ccccc4)c1c23,-8,-7,27,6,11,-56,7,12,56*,3
Cc1ccc(OCC(=O)Nc2ccc(F)cc2)c([N+](=O)[O-])n1,5,-6,15,-11,-0.2,-2,6,0,0,1
COc1ccc(OC)c(-c2csc(NC(=O)C3=COCCO3)n2)c1,-12,25,-9,-15,1.1,-11,-25,-9,3,1
CC1CCC(NC(=O)Cn2cc3c(n2)CCCC3)CC1 (centres undefined),3,-14,12,6,-0.7,2,14,-4,-3,.
CCCNC(=O)c1ccc(CN2CCc3ccccc3C2)cc1,-24,-22,-4,-17,0.8,-1,22,-1,1,0
COc1ccc(-n2c(C)cc(/C=N/Nc3nnc(C)n3N)c2C)cc1,3,-18,1,-2,-2.4,-3,18,-2,-2,.
CCCC1C2CN(C(C)=O)CC=C2C(C#N)=C(N)C1(C#N)C#N (centres undefined),-3,-33,0,2,6.5,0,33,2,-8,2
COc1ccc(C(=O)NCCSCc2ccccc2)cc1OC,3,28,26,-6,1.2,-2,-28,-1,-3,0
Cc1ccc(-n2nc3c(SCCN4CCOCC4)nnc(C)c3c2C)cc1,-7,-24,36,6,-0.1,-9,24,-5,-12,2
O=C(CCC(=O)N1CCCCCC1)Nc1ccc([N+](=O)[O-])cc1,-8,31,0,8,-0.6,2,-31,0,1,9
COc1ccc(-n2nc(C(=O)NCC(=O)NCCN(C)C)c3ccccc3c2=O)cc1,0,11,29,8,0.5,-4,-11,-1,-1,1
COc1ccc(NC(=O)Nc2ccc(OC)cc2)cc1,-4,-43,0,10,-0.4,4,43,-1,-5,-1
COc1ccc(CN2CCC(C(=O)NCCc3ccc(OC)c(OC)c3)CC2)c(OC)c1,3,0,10,-11,1.8,-9,0,1,3,1
Cc1ccc(-c2nc3ccccc3[nH]2)cc1NC(=O)c1ccco1,-3,50,2,-10,1.0,-3,-50,0,-3,-1
O=C(/C=C/c1cn(CC(O)CN2CCCCC2)c2ccccc12)c1ccccc1 (centres undefined),-5,.,-1,-6,-3.1,-11,.,1,-9,-5
Cc1noc(C)c1-c1nc(CSc2ccc(Cl)cc2)no1,6,-8,3,-16,-2.7,-3,8,-17,-1,-6
CCOC(=O)C1=C(CS(=O)(=O)c2ccccc2)NC(=O)NC1c1ccccc1 (centres undefined),7,-24,5,0,2.3,4,24,0,2,.
Cc1cc(Br)ccc1NC(=O)C(C)c1ccc([N+](=O)[O-])cc1 (centres undefined),7,-22,18,3,1.2,11,22,-2,-5,-1
Cc1cc(C)nc(N2C(=O)CC(C(=O)O)NC2=NCCc2c[nH]c3ccccc23)n1 (centres undefined),4,19,29,-3,1.1,7,-19,0,-2,3
COc1ccc(S(=O)(=O)N2CCN(C(=O)c3cccs3)CC2)cc1,3,-10,24,8,0.0,-1,10,-1,1,-1
CCC[C@@H](NS(=O)(=O)c1ccc(C)cc1)C(=O)Oc1ccc2c3c(c(=O)oc2c1)CCC3,-1,-20,57*,-2,-0.6,-5,20,-4,-1,-1
COc1ccc(S(=O)(=O)N2CCN(C(=O)c3ccc(=O)[nH]n3)CC2)cc1OC,9,-12,-13,5,.,5,12,-1,.,1
O=C(NC(=S)N1CCCc2ccccc21)c1ccc(Br)cc1,-1,25,5,0,1.3,-2,-25,-6,-5,2
CC(=O)Nc1ccc(S(=O)(=O)Nc2cc(S(=O)(=O)N3CCCCC3)ccc2O)cc1,-8,-14,2,-4,0.7,2,14,3,4,-3
CCOc1ccc(/C=N/NC(=O)c2ccc(CSc3nc4ccccc4[nH]3)cc2)cc1,0,59,1,-10,-1.1,0,-59,-1,-2,-1
CSc1nc(SCC(N)=O)c2c3c(sc2n1)CN(C)CC3,5,-3,3,2,-8.3,6,3,6,2,.
O=C(CSCc1ccccc1)Nc1ccccc1C(=O)Nc1ccc(C(=O)O)cc1,5,-3,-10,-6,4.1,1,3,-1,0,3
CCC1=NN(C(=O)Cc2ccc([N+](=O)[O-])cc2)C(O)(c2ccncc2)C1 (centres undefined),6,-18,-1,-17,0.2,-12,18,1,-5,2
CCC1Nc2ncnc(N3CCN(c4ccccc4)CC3)c2N(Cc2ccccc2)C1=O (centres undefined),-10,-16,5,7,0.3,11,16,4,-5,.
Cc1c(C)c2c(OCC(=O)NCC(O)c3ccccc3)cc3c(c2oc1=O)CCC(C)(C)O3 (centres undefined),-6,57,14,-4,0.0,-2,-57,-3,-1,.
C=CCNC(=S)Nc1nc2c(cc1C(=O)OCC)CCCC2,-6,-21,8,10,-0.1,-8,21,-2,-5,35
